Screening results as filed in PubChem BioAssay.
IMPase Li cell: qHTS Assay for Identifying the Cell-Membrane Permeable IMPase Inhibitors: Potentiation with Lithium; Potency, µM (titrated, usually from 59.4 µM), without a hit: top-dose activity, negative = IMPase inhibition, hits mostly inhibitors; CHO-M1 cells, IP1 TR-FRET (IP-One), carbachol + lithium; 210,000 compounds, 0.35% hits;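 further: IP1 builds up when IMPase is blocked and the TR-FRET signal falls; potency means the concentration at half of the fitted maximal effect; plate controls were basal vehicle for no effect and high inhibitor control for full effect; nearly all actives have a fitted effect of over 50% in size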
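Steps: plate 2000 CHO-M1 cells per well and culture 16–30 h; add compound and lithium; incubate 30 min, 37C; add d2-IP1 tracer and Eu cryptate anti-IP1 antibody in lysis buffer; read after 10 min at room temperature.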
aGal spleen mod: qHTS Assay for Inhibitors and Activators of Human alpha-Galactosidase From Spleen Homogenate. human spleen homogenate, 4MU-alpha-Gal fluorescence, 40 min. Alpha-galactosidase A (Homo sapiens), P06280. 240,000 compounds, 0.008% hits. Potency, µM (titrated, usually from 80 µM), for inactives: at the top dose activity change, negative = inhibition, most hits filed as inhibitors;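 further: potency means the concentration at half of the fitted maximal effect; 0% = enzyme with vehicle and -100% = no enzyme basal signal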
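Inhibition or activation of alpha-galactosidase in human spleen homogenate is scored by 4-MU fluorescence after 40 min at 37C, pH 5.0, with 1 mM substrate. AC50s come from concentration-response fitted to the Hill equation.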
LMNA splice mod: qHTS Assay for Modulators of Lamin A Splicing | 200,000 compounds, 0.01% hits | HeLa LMNA splicing GFP/RFP minigene ratio, 48 h | Potency, µM (titrated, usually from 46.1 µM), for inactives: at the highest dose ratio change, negative = inhibition, usual class: inhibitors | AID 1487, 2009; active means well fitted inhibition curve with a large enough effect in the signal ratio, with a control signal flat, not every such curve was filed as active; inconclusive means small, poorly fitted or top-dose-only effect, or effect the other way, or a change in a side signal; the % refers to the signal ratio; further: potency means the concentration at half of the fitted maximal effect; on the % scale 0 is the no-effect control and ±100 the full control effect
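S3 HeLa cells stably expressing lamin A-EGFP splicing minigene plus DsRed2, 600 cells/well, 48 h compound exposure at 37C. Laser-scanning cytometry; analysed as GFP (500-530 nm)/RFP (575-640 nm) total intensity ratio; 0.5% DMSO vehicle.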
Epigenetic derep: Quantitative High-Throughput Screen for Regulators of Epigenetic Control | murine LDR cells, GFP reporter derepression, 30 h | Potency, µM (top dose mostly 53.9 µM), for inactives: top-dose GFP activation, usual class: activators | 280,000 compounds, 0.2% hits | AID 1865, 2009; further: potency means the concentration at half of the fitted maximal effect; % of control where 0% means no effect; nearly all actives have a fitted effect of over 60% in size
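Derepression of a silenced CMV-GFP reporter in murine LDR cells is scored by enumerating GFP-positive cells with a laser-scanning microplate cytometer after 30 hours of treatment at 37 C.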
CBFb RUNX1 block: qHTS Assay for Compounds Blocking the Interaction Between CBF-beta and RUNX1 for the Treatment of Acute Myeloid Leukemia; 230,000 tested, under 10 active; AlphaScreen CBFb-His/RUNX1-biotin binding, biochemical; AID 1477, 2009; Runt-related transcription factor 1 (Homo sapiens) + Core-binding factor subunit beta …; Potency, µM (doses to about 59.8 µM), without a hit: at the highest dose activity, negative = inhibition, hits mostly inhibitors; further: % of control where 0% means no effect
Target sequence (Q01196 whole entry, looked up): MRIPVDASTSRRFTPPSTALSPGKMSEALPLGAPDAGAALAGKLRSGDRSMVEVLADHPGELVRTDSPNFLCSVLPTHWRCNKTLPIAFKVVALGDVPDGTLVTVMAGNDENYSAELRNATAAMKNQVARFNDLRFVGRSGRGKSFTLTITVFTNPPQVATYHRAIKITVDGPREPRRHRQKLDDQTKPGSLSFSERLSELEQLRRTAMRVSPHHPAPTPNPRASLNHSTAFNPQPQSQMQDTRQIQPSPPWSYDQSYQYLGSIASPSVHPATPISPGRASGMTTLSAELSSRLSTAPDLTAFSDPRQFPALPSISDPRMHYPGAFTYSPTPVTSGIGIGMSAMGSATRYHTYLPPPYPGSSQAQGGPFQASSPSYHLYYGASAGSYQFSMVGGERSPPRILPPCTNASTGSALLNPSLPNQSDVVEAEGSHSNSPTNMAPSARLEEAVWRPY
Target sequence (Q13951 whole entry, looked up): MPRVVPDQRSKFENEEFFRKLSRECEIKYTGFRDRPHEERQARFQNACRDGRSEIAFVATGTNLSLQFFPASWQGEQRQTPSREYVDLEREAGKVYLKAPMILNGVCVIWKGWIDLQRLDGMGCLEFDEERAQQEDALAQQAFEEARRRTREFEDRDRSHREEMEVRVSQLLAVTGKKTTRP
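Bead-based AlphaScreen assay; binding partners His-tagged CBF-beta and biotinylated RUNX1 at 30 nM each. Compound exposure 15 min after a 20-min protein preincubation; bead step 90 min; all steps at room temperature.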
Luc counter: Counterscreen for Luciferase (Kinase-Glo TM) Inhibition; 200,000 compounds, 0.28% hits; Potency, µM (doses to about 38.3 µM), inactives show at the highest dose activity change, negative = inhibition, most hits filed as inhibitors; Luciferin 4-monooxygenase (Photuris pensylvanica), Q27757; Kinase-Glo luciferase, ATP luminescence, 8 min; further: potency means the concentration at half of the fitted maximal effect; on the % scale 0 is the no-effect control and ±100 the full control effect; nearly all actives have a fitted effect of over 60% in size
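Kinase-Glo luciferase light output from ATP and luciferin was measured with 10 uM ATP, within the enzyme's linear range. Buffer: 50 mM imidazole pH 7.2, 50 mM KCl, 7 mM MgCl2, 0.01% Tween 20, 0.05% BSA; luminescence read after 8 min at ambient temperature.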
NPSR antagonist: qHTS Assay for Antagonists of the Neuropeptide S Receptor: cAMP Signal Transduction; Q6W5P4; CHO-NPSR cells, cAMP TR-FRET, antagonist mode; Potency, µM (top dose mostly 38.3 µM), inactives show at the highest dose activity change, negative = inhibition, hits mostly inhibitors; 220,000 compounds, 1% hits; further: potency means the concentration at half of the fitted maximal effect; on the % scale 0 is the no-effect control and ±100 the full control effect; nearly all actives have a fitted effect of over 50% in size; many of its hits are not listed in these tables
Target sequence (Q6W5P4 whole entry, looked up): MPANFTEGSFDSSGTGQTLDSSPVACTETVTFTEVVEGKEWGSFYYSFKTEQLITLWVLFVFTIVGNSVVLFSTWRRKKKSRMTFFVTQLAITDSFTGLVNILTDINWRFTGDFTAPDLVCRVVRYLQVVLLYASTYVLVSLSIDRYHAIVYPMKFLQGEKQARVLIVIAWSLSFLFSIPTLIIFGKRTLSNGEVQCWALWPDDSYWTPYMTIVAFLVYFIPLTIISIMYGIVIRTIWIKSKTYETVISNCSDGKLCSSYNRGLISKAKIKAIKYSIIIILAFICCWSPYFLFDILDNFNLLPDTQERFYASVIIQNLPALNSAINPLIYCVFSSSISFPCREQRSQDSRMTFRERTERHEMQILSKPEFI
The depositor's hits bear a star; [ ] = another dose, or the depositor's remark. Unless noted, the call rests on the fitted dose curve; in most records, active means well fitted curve in the direction sought with a large enough effect; inconclusive means small, poorly fitted or top-dose-only effect, or another doubt; inactive means no such curve, though single readings can be large; an effect the other way counts as inactive or inconclusive. Not all compounds are listed; the hit share may differ from the screen's.

Cc1ccc(Nc2ncccc2C(N)=O)cc1 was read as IMPase Li cell -8%, aGal spleen mod 5%, LMNA splice mod -5%, Epigenetic derep 0.1%, CBFb RUNX1 block -1%, Luc counter -4% and NPSR antagonist 5%.
Cc1nc(N2CCC3(CC2)OCCO3)c2nnn(Cc3ccccc3F)c2n1 was read as IMPase Li cell 31%[activator][38.3 µM], aGal spleen mod 3%, LMNA splice mod inconclusive, Epigenetic derep -1.0%, CBFb RUNX1 block -1%, Luc counter -4% and NPSR antagonist -17%[46.1 µM].
Screening Cc1nc2cc(C(=O)O)ccc2n1-c1ccccc1 returned IMPase Li cell -15%[38.3 µM], aGal spleen mod 0%, LMNA splice mod 8%, Epigenetic derep 0.8%, CBFb RUNX1 block 3%, Luc counter 0% and NPSR antagonist -6%[46.1 µM].
Screening COc1ccc(-c2nc3ncccn3c2Nc2ccccc2)cc1 returned IMPase Li cell inconclusive, aGal spleen mod -2%, LMNA splice mod 5%[46 µM], Epigenetic derep -2.7%, CBFb RUNX1 block 22%, Luc counter 0% and NPSR antagonist -18%.
`Cc1ccc(-c2c(C)n([O-])c3c([n+]2=O)CCC3)cc1` gave IMPase Li cell -6%, aGal spleen mod -1%, LMNA splice mod -6%, Epigenetic derep 2.2%, CBFb RUNX1 block -4%, Luc counter 4% and NPSR antagonist 19%.
For C=CCn1c(O)c(N=O)c2cc(C)ccc21 the results were IMPase Li cell -13%, aGal spleen mod 7%, LMNA splice mod -11%[46 µM], Epigenetic derep -0.2%, CBFb RUNX1 block -2%, Luc counter 5% and NPSR antagonist -5%.
Screening CC1=CC(C)C(CN(CCC[N+](C)(C)C)C(=O)Nc2ccccc2)C(C)C1 (centres undefined) returned aGal spleen mod 0%, Epigenetic derep 3.3%, CBFb RUNX1 block 1% and NPSR antagonist -5%.
CC(=O)c1ccc(N2CCN(S(=O)(=O)c3cccc(S(=O)(=O)N4CCOCC4)c3)CC2)cc1 was read as IMPase Li cell -3%[38.3 µM], aGal spleen mod 4%, LMNA splice mod 5%, Epigenetic derep 5.9%, CBFb RUNX1 block 2%, Luc counter 3% and NPSR antagonist -15%[46.1 µM].
For N/C(=N\OC(=O)Nc1ccccc1)c1ncc([N+](=O)[O-])s1 the results were aGal spleen mod 8%, Epigenetic derep -1.1%, CBFb RUNX1 block -10% and NPSR antagonist 1%.
`Cc1cc(C)c2nc(NNC(=O)c3ccc(S(=O)(=O)N4CCCCC4)cc3)sc2c1` gave IMPase Li cell -9%, aGal spleen mod -1%, LMNA splice mod inconclusive, Epigenetic derep 0.3%, CBFb RUNX1 block -3%[2.36 µM], Luc counter 2% and NPSR antagonist 2%.
Cc1cc2cc(CN(Cc3ccco3)S(=O)(=O)c3c(C)ccc4nsnc34)c(=O)[nH]c2cc1C was read as IMPase Li cell -7%[38.3 µM], aGal spleen mod 1%, LMNA splice mod 19%, Epigenetic derep 5.8%, CBFb RUNX1 block -7%, Luc counter 0% and NPSR antagonist -27%[46.1 µM].
Cc1ccc(-n2ncc3c(NCc4ccco4)ncnc32)cc1C was read as IMPase Li cell -9%, aGal spleen mod -3%, Epigenetic derep -0.2%, CBFb RUNX1 block 1%, Luc counter -3% and NPSR antagonist 13%.
`CN(CC(=O)Nc1ccc(S(=O)(=O)N2CCCC2)cc1)CC(=O)Nc1ccc(F)c(F)c1F` gave IMPase Li cell 5%, aGal spleen mod 12%, Epigenetic derep -1.5%, CBFb RUNX1 block -2%, Luc counter 1% and NPSR antagonist -13%.
Screening O=C(NC1CC2CCCC(C1)N2C(=O)Nc1ccccc1)c1ccncc1 (centres undefined) returned IMPase Li cell 27%[38.3 µM], aGal spleen mod 0%, LMNA splice mod -9%, Epigenetic derep -1.0%, CBFb RUNX1 block 0%, Luc counter 0% and NPSR antagonist -8%[46.1 µM].
O=C(Nc1nc2ccccc2c(=O)s1)c1ccco1 was read as aGal spleen mod 3%, Epigenetic derep -1.4%, CBFb RUNX1 block -1% and NPSR antagonist 14%.
`CCOC(=O)C1(Cc2ccccc2C(F)(F)F)CCN(C(=O)c2cc(C)n(C)n2)CC1` gave IMPase Li cell 11%, aGal spleen mod -3%, LMNA splice mod inconclusive, Epigenetic derep 9.3%, CBFb RUNX1 block 1%, Luc counter 0% and NPSR antagonist 21%.
For Cc1nnsc1C(=O)Nc1cc(Cl)ccc1Cl the results were IMPase Li cell -4%, aGal spleen mod 3%, LMNA splice mod 7%, Epigenetic derep -1.0%, CBFb RUNX1 block 2%, Luc counter 0% and NPSR antagonist 1%[46.1 µM].
`Brc1ccc(C2Nc3cccc4cccc(c34)N2)o1` gave IMPase Li cell 10%[38.3 µM], aGal spleen mod -8%, LMNA splice mod 1%, Epigenetic derep 3.9%, Luc counter -19% and NPSR antagonist 8%[46.1 µM].
`O=C(COC(=O)c1ccccc1Nc1ccccc1)Nc1ccccc1` gave IMPase Li cell 0%, aGal spleen mod 2%, LMNA splice mod -13%, Epigenetic derep 0.0%, CBFb RUNX1 block 4%, Luc counter -1% and NPSR antagonist -16%.
C/C(CC(=O)Nc1ccc(C)c(Cl)c1)=N\NC(=O)Cc1cccs1 was read as aGal spleen mod 10%, Epigenetic derep -1.2%, CBFb RUNX1 block 11% and NPSR antagonist 1%.

The last 2 records of the part above lead into the next:
`O=C(COC(=O)c1ccccc1Nc1ccccc1)Nc1ccccc1` gave IMPase Li cell 0%, aGal spleen mod 2%, LMNA splice mod -13%, Epigenetic derep 0.0%, CBFb RUNX1 block 4%, Luc counter -1% and NPSR antagonist -16%.
C/C(CC(=O)Nc1ccc(C)c(Cl)c1)=N\NC(=O)Cc1cccs1 was read as aGal spleen mod 10%, Epigenetic derep -1.2%, CBFb RUNX1 block 11% and NPSR antagonist 1%.
O=C(N/N=C/C(c1ccccc1)c1ccccc1)c1ccccc1F was read as IMPase Li cell 23%, aGal spleen mod -3%, Epigenetic derep -1.1%, CBFb RUNX1 block 2%, Luc counter -3% and NPSR antagonist inconclusive.
`O=C(Oc1ccc[nH]c1=O)c1cc([N+](=O)[O-])cc([N+](=O)[O-])c1` gave aGal spleen mod -13%, Epigenetic derep 1.5%, CBFb RUNX1 block 11% and NPSR antagonist -13%.
Screening Cc1cccc(NC(=S)N(C)C2CCCCC2)c1 returned IMPase Li cell 8%, aGal spleen mod -4%, LMNA splice mod 11%[9.22 µM], Epigenetic derep 2.4%, CBFb RUNX1 block 4%, Luc counter -7% and NPSR antagonist -15%.
Screening COc1ccc(NC(=O)/C=C/c2ccc(Br)o2)cn1 returned IMPase Li cell 6%, aGal spleen mod -6%, Epigenetic derep -0.3%, CBFb RUNX1 block inconclusive and NPSR antagonist -3%.
Screening CC1(C)CC(NCCN2CCN(C3=CC(=C(C#N)C#N)CC(C)(C)C3)CC2)=CC(=C(C#N)C#N)C1 returned IMPase Li cell 7%, aGal spleen mod 0%, Epigenetic derep -0.3%, CBFb RUNX1 block -6% and NPSR antagonist -60%.
Screening Clc1ccccc1CN(Cc1ccco1)Cc1nnnn1C1CCCC1 returned IMPase Li cell 5%, aGal spleen mod 2%, LMNA splice mod -7%, Epigenetic derep 0.0%, CBFb RUNX1 block 7%, Luc counter -3% and NPSR antagonist inconclusive.
For Cc1ccc2nc(-c3ccc(N4C(=O)CC(N5CCCC(C)C5)C4=O)cc3)sc2c1 (centres undefined) the results were IMPase Li cell -2%[38.3 µM], aGal spleen mod 3%, LMNA splice mod 13%, Epigenetic derep 0.8%, CBFb RUNX1 block -6%, Luc counter 2% and NPSR antagonist 4%[46.1 µM].
Screening CCN1C(=O)c2cccc3c(N)ccc1c23 returned IMPase Li cell 45%[activator][38.3 µM], aGal spleen mod 7%, LMNA splice mod -10%, Epigenetic derep 0.9%, CBFb RUNX1 block -6%, Luc counter 2% and NPSR antagonist inconclusive.
Screening O=C1c2ccccc2C(=O)N1OS(=O)(=O)c1ccccc1 returned IMPase Li cell 3%, aGal spleen mod 0%, LMNA splice mod -18%, Epigenetic derep inconclusive, CBFb RUNX1 block 4%, Luc counter 1% and NPSR antagonist -33%.
Cc1cc(N2CCN(c3ccccc3)CC2)n2ncnc2n1 was read as IMPase Li cell 0%, aGal spleen mod 4%, LMNA splice mod 20%[46 µM], Epigenetic derep 9.0%, CBFb RUNX1 block 4%, Luc counter 0% and NPSR antagonist 0%.
Screening Oc1cccc(O)c1O returned IMPase Li cell 20%, aGal spleen mod 8% and LMNA splice mod inconclusive.
`Nn1c(Cc2cccc3ccccc23)nnc1SC1CCOC1=O` (centres undefined) gave IMPase Li cell 14%[38.3 µM], aGal spleen mod -6%, LMNA splice mod -1%, Epigenetic derep -1.0%, CBFb RUNX1 block -1%, Luc counter 24% and NPSR antagonist 4%[46.1 µM].
For COc1c2c(nc3occc13)C(CC=C(C)C)(OC)C(OC(C)=O)CC2 (centres undefined) the results were IMPase Li cell 16%, aGal spleen mod -1%, LMNA splice mod 1%, Epigenetic derep 0.0%, CBFb RUNX1 block -3%, Luc counter 7% and NPSR antagonist -25%[46.1 µM].
Screening O=C(Nc1ncccc1O)c1cccc(S(=O)(=O)N2CCc3ccccc32)c1 returned IMPase Li cell -18%[38.3 µM], aGal spleen mod -3%, LMNA splice mod inconclusive, Epigenetic derep 0.7%, CBFb RUNX1 block -2%, Luc counter -1% and NPSR antagonist -16%[46.1 µM].
Screening Cn1nnnc1P(=O)(c1ccccc1)c1ccccc1 returned IMPase Li cell 5%[38.3 µM], aGal spleen mod 1%, LMNA splice mod -7%, Epigenetic derep -0.9%, CBFb RUNX1 block 9%, Luc counter -3% and NPSR antagonist 6%[46.1 µM].
`O=C(Nc1cccc(Cl)c1)Nc1cc(S(=O)(=O)N2CCOCC2)ccc1N1CCCC1` gave IMPase Li cell 6%, aGal spleen mod -11%, LMNA splice mod inconclusive, Epigenetic derep -1.5%, CBFb RUNX1 block -2%, Luc counter 2% and NPSR antagonist 2%.
O=C(COc1ccccc1)Nc1ncn[nH]1 was read as aGal spleen mod -1%, Epigenetic derep 0.0%, CBFb RUNX1 block -7% and NPSR antagonist 9%.
Screening OCCCCCNc1ncnc2ccccc12 returned IMPase Li cell 5%, aGal spleen mod -3%, LMNA splice mod inconclusive, Epigenetic derep -2.0%, CBFb RUNX1 block 8%, Luc counter -1% and NPSR antagonist 7%[46.1 µM].
